Bioassay records: PubChem, National Center for Advancing Translational Sciences (NCATS)
ELG1 genotoxic = genotoxicity induction in ELG1-luciferase HEK293T cells; HEK293T ELG1-luciferase reporter, luminescence, 16 h; Potency, µM (highest dose often 46 µM), inactives show at the highest dose activity change, positive = activation, actives largely listed as activators; actives 1.3% (n = 330,000); further: potency means the concentration at half of the fitted maximal effect; % of control where 0% means no effect; nearly all actives have a fitted effect of over 60% in size
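Genotoxic stress is detected as increased luminescence from luciferase-tagged ELG1 in HEK293T cells, measured with ONE-Glo after a 16 hr treatment at 37 °C.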
Gal4-VP16 FLuc = counter-screen for ROR gamma inhibitors: Gal4-VP16 reporter. Drosophila S2 Gal4-VP16 UAS-luciferase, luminescence, 20 h. Potency, µM (series often up to 53.6 µM), without a hit: at the top dose activity, negative = inhibition, hits mostly inhibitors. actives 3.5% (n = 310,000). AID 2546;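 further: Gal4-VP16 expression switched on by copper sulfate through the metallothionein promoter; potency means the concentration at half of the fitted maximal effect; on the % scale 0 is the no-effect control and ±100 the full control effect; nearly all actives have a fitted effect of over 50% in size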
p53 reactivator = re-activators of mutant p53 | H1299 p53-A138V BP100-luciferase reporter, luminescence, 24 h | actives 0.063% (n = 320,000) | Potency, µM (series often up to 92.2 µM), for the others: at the top dose activity change, positive = activation, most hits filed as activators; further: potency means the concentration at half of the fitted maximal effect; % of control where 0% means no effect; nearly all actives have a fitted effect of over 45% in size
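H1299 (p53-null), stable ts p53-A138V + BP100-Luc; 1000 cells/well, Opti-MEM/10% FBS; cpd 4 pt, 1:5; 24 h, 37 deg C, 5% CO2; detection reagent 10 min RT; luminescence.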
Rab9 prom act = activators of Rab9 promoter. Huh7 Rab9 promoter-luciferase reporter, luminescence, 24 h. Potency, µM (series often up to 9.22 µM), for inactives: at the top dose activation, negative = inhibition, actives largely listed as activators. actives 2.8% (n = 320,000). AID 485297; further: potency means the concentration at half of the fitted maximal effect; % of control where 0% means no effect; nearly all actives have a fitted effect of over 60% in size
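Luminescence from Amplite-detected luciferase (10 minutes, ambient) reports Rab9 promoter activation. Before that, stable Rab9-luciferase Huh7 cells (1500/well, reduced-serum OP-MEM I plus 10% FBS) were exposed to compound for 24 hours at 37C.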
FLuc counter = counter-screen for miR-21 project: firefly luciferase inhibitors or activators | actives 6.9% (n = 360,000) | Potency, µM (top dose mostly 57.5 µM), without a hit: at the top dose activity change, negative = inhibition, hits mostly inhibitors | P08659 | purified FLuc, Km substrates, luminescence inhibition;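 further: potency means the concentration at half of the fitted maximal effect; plate controls were vehicle for no effect and reference inhibitor for full effect; nearly all actives have a fitted effect of over 55% in size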
Target sequence (P08659 whole entry, looked up): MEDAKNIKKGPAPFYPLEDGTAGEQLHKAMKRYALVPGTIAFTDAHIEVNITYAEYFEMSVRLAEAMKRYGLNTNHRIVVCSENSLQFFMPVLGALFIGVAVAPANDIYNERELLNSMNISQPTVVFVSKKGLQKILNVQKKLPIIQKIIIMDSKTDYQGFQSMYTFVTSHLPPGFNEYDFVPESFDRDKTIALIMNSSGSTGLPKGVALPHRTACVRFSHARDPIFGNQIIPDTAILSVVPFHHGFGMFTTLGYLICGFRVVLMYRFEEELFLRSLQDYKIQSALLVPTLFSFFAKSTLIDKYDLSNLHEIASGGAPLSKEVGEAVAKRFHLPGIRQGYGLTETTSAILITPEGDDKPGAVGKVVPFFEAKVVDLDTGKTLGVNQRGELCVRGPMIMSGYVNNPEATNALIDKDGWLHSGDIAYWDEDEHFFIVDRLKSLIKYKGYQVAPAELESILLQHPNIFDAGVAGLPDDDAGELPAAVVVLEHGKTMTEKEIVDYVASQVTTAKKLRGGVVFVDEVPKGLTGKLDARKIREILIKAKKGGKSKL
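Purified P. pyralis luciferase (10nM final) with 10uM D-luciferin and 10uM ATP (Km levels) in 50mM Tris acetate pH 7.5, 10mM Mg acetate, 0.01% Tween-20, 0.05% BSA; qHTS 6-point titration, ~60 µM downward; luminescence read.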
ELG1 repair inh = ELG1-dependent DNA repair inhibition | Potency, µM (doses to about 46.1 µM), inactives show at the top dose activity change, negative = inhibition, most hits filed as inhibitors | HEK293T ELG1-luciferase reporter, luminescence, 16 h; DNA damage induced by 5-fluorouridine | actives 2.3% (n = 330,000) | AID 504467; further: potency means the concentration at half of the fitted maximal effect; on the % scale 0 is the no-effect control and ±100 the full control effect; nearly all actives have a fitted effect of over 55% in size
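Quantitative HTS, concentration-response format. 2,000 cells/well co-treated with 5-fluorouridine and compound, 16 hr in 5% CO2 at 37 °C; ONE-Glo luminescence read after 30 min.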
Tb PFK block = blocks T. brucei phosphofructokinase; AID 485367; T. brucei PFK, ADP-Glo luminescence; actives 0.17% (n = 330,000); O15648; Potency, µM (doses to about 57.5 µM), without a hit: at the top dose activity, negative = inhibition, most hits filed as inhibitors;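 further: potency means the concentration at half of the fitted maximal effect; 0% = uninhibited 1x PFK enzyme wells and -100% = no-enzyme wells; nearly all actives have a fitted effect of over 60% in size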
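PFK 1.25 nM, F6P 0.5 mM, ATP 0.1 mM, 0.1 M TEA pH 8.0, 5 mM MgCl2, 0.01% Tween20, 0.1% BSA; 45 min RT. ADP-Glo readout. qHTS titration up to 57 uM; curves fitted, compounds curve-classed.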
RORgamma inh = inhibitors of mouse ROR gamma transcriptional activity; actives 5.4% (n = 310,000); Potency, µM (highest dose often 53.6 µM), without a hit: at the highest dose activity change, negative = inhibition, actives largely listed as inhibitors; Drosophila S2 Gal4-RORgamma UAS-luciferase reporter, 20 h; P51450; further: potency means the concentration at half of the fitted maximal effect; on the % scale 0 is the no-effect control and ±100 the full control effect; nearly all actives have a fitted effect of over 60% in size
Target sequence (P51450 whole entry, looked up, the tested form may be a part): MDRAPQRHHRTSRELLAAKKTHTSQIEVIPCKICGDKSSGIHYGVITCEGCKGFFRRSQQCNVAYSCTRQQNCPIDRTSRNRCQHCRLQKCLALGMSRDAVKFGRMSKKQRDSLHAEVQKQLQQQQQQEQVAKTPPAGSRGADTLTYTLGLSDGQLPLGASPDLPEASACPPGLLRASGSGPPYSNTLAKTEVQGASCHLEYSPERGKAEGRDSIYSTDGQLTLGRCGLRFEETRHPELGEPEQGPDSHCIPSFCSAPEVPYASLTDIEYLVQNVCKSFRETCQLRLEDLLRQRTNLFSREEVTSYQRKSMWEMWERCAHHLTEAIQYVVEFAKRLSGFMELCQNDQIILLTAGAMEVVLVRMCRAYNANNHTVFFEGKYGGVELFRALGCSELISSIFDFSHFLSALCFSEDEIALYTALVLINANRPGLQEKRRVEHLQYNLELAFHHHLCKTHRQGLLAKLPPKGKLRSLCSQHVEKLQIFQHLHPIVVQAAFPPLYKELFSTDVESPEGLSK
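A Gal4/UAS one-hybrid system in insect cells: metallothionein-promoter Gal4–ROR gamma fusion plus Photinus luciferase reporter. Copper sulfate 700 uM final, 20 hr ambient incubation, luminescent detection after 10 min with reagent.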
BRCA1 expr up = BRCA1 expression activation; AID 624202; actives 1.1% (n = 380,000); Potency, µM (doses to about 46.1 µM), inactives show at the top dose activation, usual class: activators; MCF7-BRCA1-FFLuc reporter, luminescence, 48 h; response scale: scaled: vehicle 0%, 10 µM genistein 100%; further: potency means the concentration at half of the fitted maximal effect; nearly all actives have a fitted effect of over 80% in size; some results filed as inactive show a strong effect at the top dose
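MCF7 cells carrying a BRCA1-firefly luciferase reporter (2000 cells/well, phenol-red free MEM) were attached for 2 h at 37 °C, then given compounds for 48 h. Luminescence was read 15 min after luciferase reagent; activity normalized to genistein (10 microM) and DMSO.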
TRPV1 agonist = activates the human vanilloid receptor TRPV1. TRPV1-expressing cells, Fluo-8 calcium influx, agonist mode. activation, % at 8.33 µM. actives 0.19% (n = 320,000). AID 540275; in the data active means activation above about 80%; inconclusive means between about 30% and that limit; further: 0% is about no effect
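Cells expressing TRPV1 were dye-loaded with Fluo-8 and read kinetically: 10 s baseline, 3 min after compound (agonist portion), then 2 min after EC20 capsaicin (allosteric enhancer portion). Calcium-bound dye fluorescence at 480/520 nm.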
NPC1 promoter act = NPC1 promoter activation. Huh7 NPC1 promoter luciferase reporter, 24 h. Potency, µM (titrated, usually from 9.22 µM), for the others: at the highest dose activation, hits mostly activators. actives 2.4% (n = 320,000);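 further: potency means the concentration at half of the fitted maximal effect; % of control where 0% means no effect; nearly all actives have a fitted effect of over 60% in size; reporter is driven by a mutant NPC1 promoter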
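Luminescence read-out of NPC1 promoter-driven luciferase in stably transfected Huh7 cells; compounds delivered in DMSO and left 24 h at 37C, 5% CO2, qHTS titration format.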
* marks the source's active call; other numbers are inactive results; ? = inconclusive; / = not tested or not shown; & = joins results of further samples; [ ] = remark or other dose. Unless noted, the call rests on the fitted dose curve; in most records, active means well fitted curve in the direction sought with a large enough effect; inconclusive means small, poorly fitted or top-dose-only effect, or another doubt; inactive means no such curve, though single readings can be large; an effect the other way counts as inactive or inconclusive. Only part of the results is shown; count on the stated rates, not on these rows.

Every second line gives: ELG1 genotoxic, Gal4-VP16 FLuc, p53 reactivator, Rab9 prom act, FLuc counter, ELG1 repair inh, Tb PFK block, RORgamma inh, BRCA1 expr up, TRPV1 agonist, NPC1 promoter act
Cc1ccc(C2N3CCCN23)cc1 (stereo not given)
  0%, 1%, 2%, 7%, 4%, 2%, 3%, 0%, 2%, -2, 1%
COc1cccc(N2C(=O)NC(=O)/C(=C/c3ccc([N+](=O)[O-])s3)C2=O)c1
  0%, -5%, -10%, -4%, ?, 8%, -20%, 7%, 2%, 0, 1%
COc1ccc(N2C(=O)NC(=O)/C(=C\c3cn(C)c4ccccc34)C2=O)cc1
  10%, -16%, -2%, -2%, 0%, ?, -1%, 6%, -16%, 0, -2%
Cc1ccccc1NC(=O)CCl
  0%, 7%, -12%, -2%, 0%, -26%, 1%, -3%, -8%, 6, -5%
O=c1[nH]c(=O)n(Cc2ccco2)c(O)c1C=NCCCn1ccnc1
  7%, 3%, 24%, -7%, 4%, 4%, 7%, -6%, 0%, -6, -3%
CCCNS(=O)(=O)c1ccc(OCC(=O)N2CCN(Cc3ccc4c(c3)OCO4)CC2)cc1
  7%, /, -16%, -18%, -1%, ?, -17%, 16%[0.365 µM], -69%, 0, -5%
O=C(c1cc2ccccc2oc1=O)N1CCC2(CC1)OCCO2
  -3%, 2%[0.365 µM], 2%, -15%, 5%, -1%, -8%, -14%, 3%, 8, 1%
COc1cc(/C=N/NC(=O)CN2CCCCC2)ccc1OCc1ccccc1
  ?, -6%, ?, -2%, 12µM*, ?, -5%, -2%, /, -2, -2%
Cc1ccsc1C(=O)C1CCCN(Cc2cnc(N3CCOCC3)s2)C1 (stereo not given)
  -8%, -12%, -7%, -5%, 5%, ?, 3%, 27%, -27%, ?, -5%
CCOC(=O)c1c(C=O)c2ccccc2n1Cc1ccccc1F
  -7%, -13%, 5%, -7%, 7%, 2%, 1%, -9%, -31%, ?, 3%
O=C1NC(=O)N(Cc2ccccc2)C(=O)/C1=C\c1ccco1
  ?, 4%, -3%, -5%, ?, 12%, -7%, -10%, -4%, ?, -1%
CC(C)CCNC(=O)CN1C(=O)CN=C(c2ccccc2)c2ccccc21
  0%, -1%, -3%, 3%, -1%, 0%, 3%, -17%, 0%, 14, -2%
c1ccc2[nH]c(CCNC3CCCCC3)nc2c1
  -4%, -3%, -15%, -8%, 5%, -11%, 4%, -22%, 6%, 5, -4%
Cc1ccc(Cn2cc(C=O)c3ccccc32)cc1
  -1%, -14%, 9%, -13%, -3%, ?, -3%, ?, -46%, 0, -10%
COC(=O)c1c(C)[nH]c(C(=O)C(C)[N+]23CCN(CC2)CC3)c1C (stereo not given)
  0%, 9%, 1%, 0%, -1%, 15%, -3%, 4%, -6%, -2, 1%
CCCNC(=O)N1[C@H]2CC[C@@H]1C(C(=O)OC)=C(c1ccc(F)cc1OCc1ccccc1)C2
  -4%, /, -19%, 1%, 0%, -14%, 3%, /, -27%, ?, -5%
CCOC(=O)C1(c2ccccc2)CCN(CCC(=O)Nc2cccc(Br)c2)CC1
  -1%, /, -2%, -2%, 1%, -13%, 0%, /, -65%, 8, -8%
CN(C)C=C1C(=O)N(C2CCCCC2)C(=O)N(C2CCCCC2)C1=O
  -12%, 6%, 3%, -1%, 3%, -7%, -1%, 13%, 14%, 4, 1%
N=C1c2ccccc2CN1NC(=O)c1ccc(Br)o1
  5%, -2%, 18%, -1%, -5%, ?, 2%, -4%, 1%, -4, 1%
COc1cc(C2C(C#N)=C(N)Oc3cc(O)ccc32)cc(OC)c1OC (stereo not given)
  ?, -4%, 0%, -28%, 5%, ?, -2%, -35%, -84%, 6, -21%

In the list so far, these have a furan ring, fused or not:
Every second line gives: ELG1 genotoxic, Gal4-VP16 FLuc, p53 reactivator, Rab9 prom act, FLuc counter, ELG1 repair inh, Tb PFK block, RORgamma inh, BRCA1 expr up, TRPV1 agonist, NPC1 promoter act
O=c1[nH]c(=O)n(Cc2ccco2)c(O)c1C=NCCCn1ccnc1
  7%, 3%, 24%, -7%, 4%, 4%, 7%, -6%, 0%, -6, -3%
O=C1NC(=O)N(Cc2ccccc2)C(=O)/C1=C\c1ccco1
  ?, 4%, -3%, -5%, ?, 12%, -7%, -10%, -4%, ?, -1%
N=C1c2ccccc2CN1NC(=O)c1ccc(Br)o1
  5%, -2%, 18%, -1%, -5%, ?, 2%, -4%, 1%, -4, 1%

(continued)
Every second line gives: ELG1 genotoxic, Gal4-VP16 FLuc, p53 reactivator, Rab9 prom act, FLuc counter, ELG1 repair inh, Tb PFK block, RORgamma inh, BRCA1 expr up, TRPV1 agonist, NPC1 promoter act
N=C(N)c1c(O)n(C2CCCCC2)c(=O)n(C2CCCCC2)c1=O
  5%, -2%[0.365 µM], -17%, -4%, 2%, -8%, -6%, ?, -72%, ?, -2%
O=c1[nH]c(=O)n(Cc2ccccc2)c(O)c1/C=N/Nc1c(F)c(F)c(F)c(F)c1F
  0%, 2%, 2%, -2%, -2%, -1%, 1%, -2%, -27%, 1, 2%
COc1ccc(-c2n(-c3ccccn3)c3ccccc3[n+]2-c2ccccn2)cc1
  -5%, -1%, 1%, -10%, -2%, ?, 5%, 27%, -14%, 0, -3%
Cc1nc2ccc(Cl)cc2c(=O)n1-c1cccc(Cl)c1
  0%, -1%, -8%, -1%, 3%, -1%, -4%, 1%, 1%, 3, 0%
Cc1cc(C)c(NC(=O)C2CC3CCC2C3)c(C)c1 (stereo not given)
  15%, 6%, /, 14%, ?, ?, 0%, -7%, 0%, -12, 6%
CC(=O)O[C@H](CC(=O)O)C[N+](C)(C)C
  -10%, -1%, 4%, -5%, -1%, -6%, -5%, 23%, 2%, -1, -6%
O=c1c2ccccc2nc(-c2ccoc2)n1-c1ccccc1
  0%, -12%, 0%, 4%, 0%, -2%, -3%, 8%, -21%, 1, 0%
CCn1c(O)c(C=NCCc2c[nH]c3ccccc23)c(=O)[nH]c1=O
  6%, 3%, -5%, 0%, -1%, -1%, -2%, 14%, -2%, 2, 1%
CC(=NCCC1=CCCCC1)c1c(O)n(-c2ccccc2)c(=O)[nH]c1=O
  -3%, 12%, -3%, -1%, 3%, -17%, 15%, 9%, -15%, /, 1%
CC(=O)Nc1ccc(N=Cc2c(O)n(Cc3ccco3)c(=O)[nH]c2=O)cc1
  0%, -3%, 1%, -3%, -2%, ?, ?, ?, 6%, -1, -3%
CN(C)c1ccc(/C=C2\C(=O)NC(=O)N(CCc3ccc(F)cc3)C2=O)cc1
  4%, -1%, 0%, -4%, ?, 12%, -5%, 7%, /, 0, -10%
O=C(O)c1ccc(N=Cc2c(O)n(Cc3ccc(F)cc3)c(=O)[nH]c2=O)cc1
  0%, 2%, 1%, 4%, 4%, -12%, 0%, 0%, 2%, 13, -2%
COc1ccc(CCn2c(O)c(C=NCCCn3ccnc3)c(=O)[nH]c2=O)cc1OC
  4%, 2%, 1%, -3%, 4%, 5%, 8%, 1%, 10%, -4, -1%
O=C1CN=C(c2ccccc2)c2ccccc2N1Cc1ccc(C(F)(F)F)cc1
  9%, -6%[0.365 µM], 2%, -9%, 3%, -6%, -4%, -19%, -36%, 22, -1%
CCC(=NCCCN1CCOCC1)c1c(O)n(-c2ccccc2C)c(=O)[nH]c1=O
  -2%, 3%, 3%, -13%, -1%, -5%, 1%, 37%, -1%, 0, -4%
OC1CCCCC1N1CCC(c2ccccc2)CC1 (stereo not given)
  0%, 0%&1%, 2%, -19%[46.1 µM], 5%, -3%, -3%, 3%&20%, 1%, 1, -7%[46.1 µM]
CCC(C)NC(=O)CN1C(=O)CN=C(c2ccccc2)c2ccccc21 (stereo not given)
  0%, -6%, -2%, -4%, 1%, 14%, 4%, -10%, 2%, 3, -2%
